Assay outcomes as filed in PubChem BioAssay.
PglD inh: blocks C. jejuni PglD acetyltransferase activity. 360,000 compounds, 0.098% hits. inhibition, % at 12.5 µM. AID 602405. purified PglD enzyme, DTNB colorimetric CoA detection; in the data active = inhibition above about 16%, passing the limit was not always enough; note: strong numbers were not always called active
PGC1a acetyl inh: lowers PGC1a acetylation signal in U2OS cells. AlphaScreen anti-acetyl-lysine; with virally co-expressed GCN5 acetyltransferase. inhibition, % at 15.6 µM. 350,000 compounds, 0.17% hits;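 active = every replicate shows inhibition of at least 40%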;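 note: 0% = neutral control wells and 100% = positive control wells; some results beyond the cut were filed as inactive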
GSIS activator: primary screen for activators of insulin secretion dependent on glucose, INS-1E cells, GLuc reporter luminescence; INS-1E GLuc reporter insulin secretion, 2-3 h; activation, % at 16.6 µM; 370,000 compounds, 0.61% hits; AID 743287;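 active = lowest replicate activation of at least 40%, so every replicate reaches that level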;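 note: 0% = median of neutral control wells and 100% = median of IBMX positive control wells; some compounds called inactive have numbers as strong as hits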
C2C12 statin: suppressors of simvastatin-induced myotoxicity in C2C12 myotubes. 330,000 compounds, 0.78% hits. ATP luminescence, 48 h; scaled: DMSO 0, geranylgeraniol control 100. AID 602340. rescue of ATP level, % at 7.49 µM;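 active = mean ATP rescue above about 67%, or every replicate alone reaching that limit, limit read from the data, passing the limit was not always enough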;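 note: myotubes were challenged with 10 µM simvastatin during compound exposure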
FN deposit inh: fibronectin deposition inhibition | AH1F fibroblasts, Alexa488-fibronectin deposition fluorescence, overnight | 350,000 compounds, 0.086% hits | inhibition, % at 12.6 µM;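 active = mean inhibition across replicates of 30% or more, regardless of how many single replicates reach that level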;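 note: positive control wells lacked labelled fibronectin entirely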
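Schedule: 1 h cell adhesion before compound, then overnight fibronectin incubation; test system: AH1F fibroblast monolayer depositing Alexa488-labelled fibronectin into matrix; quantity: 10000 AH1F cells per well; probe or stimulus: fluorescent fibronectin at 24 nM final; signal: fluorescence, ex 485 nm, em 525 nm; evaluation: percent inhibition as loss of matrix-bound fibronectin fluorescence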
miR122 inh: blocks miR-122 activity in Huh7 sensor cells; activation (reporter increase), % at 12.5 µM; Huh7 miR-122 Renilla luciferase sensor, 48 h; neutral wells = 0, positive control = 100; 340,000 compounds, 0.3% hits;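 active = mean replicate activation score at least 90 and every replicate individually at or above 90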;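 note: higher luciferase means less miR-122 activity so hits act as miR-122 inhibitors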
CFTR F508del cor: correctors of CFTR F508del function in bronchial epithelial cells; CFBE cells, YFP halide quenching; stimulated with forskolin plus potentiator P3; % fluorescence drop versus neutral controls; activity (quench increase), % at 7.58 µM; 350,000 compounds, 0.36% hits; AID 720511;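 active = mean added fluorescence quench of at least 8% versus neutral control, with both replicates also reaching 8%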;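 note: cells transiently co-express mutant CFTR-F508del with the halide-sensitive YFP; corrector assay measuring rescue of mutant channel to the surface after 24 h compound exposure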
Cneo AK release: causes C. neoformans cell lysis | adenylate kinase release luminescence, 4 h; normalised: neutral wells 0, clomiphene wells 100 | lysis activity, % at 15 µM | 360,000 compounds, 0.2% hits | AID 651654;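 active = mean lysis activity across replicates of at least 80%, whatever share of replicates individually reach that level; inactive = mean lysis activity below 80%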
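read-out = cell lysis signal | test system = log-phase Cryptococcus neoformans yeast cells | input = cells at 5 × 10^6 per mL | medium = fresh YPD growth medium | signal = luminescent adenylate kinase detection reagent | timing = 4 h at 37 °C static, read 1 h later | dosing = single dose | controls = Clomiphene as positive lysis control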
* marks the source's active call; other numbers are inactive results; [ ] = remark or other dose.

Start of the listing, in advance:
Screening COCCOC(=O)N1C(=O)[C@@]2(c3ccccc31)[C@H](C(=O)Nc1nc3ccccc3s1)[C@H]1C(=O)O[C@H](c3ccccc3)[C@H](c3ccccc3)N1[C@@H]2c1ccc(OCCO)cc1 returned PglD inh 1, PGC1a acetyl inh -12, CFTR F508del cor -1.9 and Cneo AK release 0.
Screening COc1ccc(CNC(=O)C2CCCN(c3nccc(C)n3)C2)cc1 (stereo not given) returned PglD inh -3, PGC1a acetyl inh 6, C2C12 statin -4, FN deposit inh -1, miR122 inh 5 and Cneo AK release -4.
Screening Cc1ccccc1C(=O)Nc1ccc(C(=O)N/N=C/c2ccccn2)cc1 returned PglD inh 3, GSIS activator -6, C2C12 statin 8, FN deposit inh 0, CFTR F508del cor -0.1 and Cneo AK release -2.

The listing, from the first entry:
Screening COCCOC(=O)N1C(=O)[C@@]2(c3ccccc31)[C@H](C(=O)Nc1nc3ccccc3s1)[C@H]1C(=O)O[C@H](c3ccccc3)[C@H](c3ccccc3)N1[C@@H]2c1ccc(OCCO)cc1 returned PglD inh 1, PGC1a acetyl inh -12, CFTR F508del cor -1.9 and Cneo AK release 0.
Screening COc1ccc(CNC(=O)C2CCCN(c3nccc(C)n3)C2)cc1 (stereo not given) returned PglD inh -3, PGC1a acetyl inh 6, C2C12 statin -4, FN deposit inh -1, miR122 inh 5 and Cneo AK release -4.
Screening Cc1ccccc1C(=O)Nc1ccc(C(=O)N/N=C/c2ccccn2)cc1 returned PglD inh 3, GSIS activator -6, C2C12 statin 8, FN deposit inh 0, CFTR F508del cor -0.1 and Cneo AK release -2.
`Cc1cccc(NC(=O)CNC(=O)CNC(=O)Cc2ccccc2)c1` gave PglD inh -4, GSIS activator 15, C2C12 statin 4, FN deposit inh 16, CFTR F508del cor 2.0 and Cneo AK release -1.
CN(C)S(=O)(=O)c1cccc(C(=O)Nc2ccccc2C(=O)NC2CC2)c1 was read as PglD inh -1, PGC1a acetyl inh -1, GSIS activator 20, C2C12 statin 1, FN deposit inh 0, CFTR F508del cor -3.1 and Cneo AK release -1.
For CC(=O)N1[C@@H](CO)[C@@H](c2ccccc2)[C@@H]1CN(C)C(=O)c1ccccc1F the results were PglD inh 1, PGC1a acetyl inh -7, GSIS activator 0, C2C12 statin -2, FN deposit inh -16, miR122 inh 7[16.7 µM], CFTR F508del cor -6.6 and Cneo AK release -6.
Screening COC(=O)c1c(C)oc(C)c1S(=O)(=O)NCc1cccs1 returned PglD inh 6, PGC1a acetyl inh 7, C2C12 statin 3, FN deposit inh 2, CFTR F508del cor 1.4 and Cneo AK release 0.
`N#CCSc1nc2c(c(=O)n1Cc1ccccc1)C1(CCCC1)Cc1ccccc1-2` gave PglD inh -9, PGC1a acetyl inh -10, C2C12 statin -23, miR122 inh -2 and Cneo AK release 2.
`CCCN1[C@@H]2c3ccc(C4=CCCC4)c(=O)n3C[C@@H]2[C@@H](CO)[C@@H]1C(=O)NCC` gave PglD inh 1, GSIS activator 20, C2C12 statin 6, miR122 inh 2[16.7 µM], CFTR F508del cor 0.2 and Cneo AK release 1.
For COC(=O)c1ccc2c(=O)n(CCCCCC(=O)NC(C)C)c(=O)[nH]c2c1 the results were PGC1a acetyl inh -3, GSIS activator -3, FN deposit inh -4 and CFTR F508del cor -2.4.
For O=C(Cn1nnc(-c2ccccc2Cl)n1)NCc1ccc2c(c1)OCO2 the results were PglD inh 10, PGC1a acetyl inh 5, C2C12 statin 9, miR122 inh -6 and Cneo AK release -1.
`O=C(O)c1ccc(N2CCS(=O)(=O)CC2)cc1` gave PglD inh 3, PGC1a acetyl inh 4, GSIS activator 2, C2C12 statin -1, FN deposit inh 18, miR122 inh -6, CFTR F508del cor -2.1 and Cneo AK release 0.
`COCCCNC(=O)c1ccc(CN2CCc3ccccc3C2)cc1` gave PGC1a acetyl inh 10, GSIS activator 2, FN deposit inh -18 and CFTR F508del cor -1.2.
`COc1cccc(-c2cnc3c(c2)C(=O)N([C@@H](C)CO)C[C@H](C)[C@@H](CN(C)Cc2ccc(C(=O)O)cc2)O3)c1` gave PglD inh -3, PGC1a acetyl inh -2, GSIS activator 10, C2C12 statin 11, FN deposit inh 2, miR122 inh 13[16.7 µM], CFTR F508del cor -0.3 and Cneo AK release -1.
COc1cc(NC(=O)COC(=O)/C=C/c2ccc(O)c(OC)c2)cc(OC)c1 was read as PGC1a acetyl inh 3, GSIS activator 18, FN deposit inh -1 and CFTR F508del cor 0.2.
Screening N#C[C@H]1[C@@H](c2ccc(C#CC3CC3)cc2)[C@H](CO)N1S(=O)(=O)c1ccccc1 returned PglD inh -1, PGC1a acetyl inh -4, GSIS activator 15, C2C12 statin -47, FN deposit inh -7, CFTR F508del cor -0.1 and Cneo AK release 6.
Screening O=C1CCN(Cc2ccc([N+](=O)[O-])cc2)CCN1[C@H](CO)Cc1ccccc1 returned PglD inh -4, PGC1a acetyl inh 0, GSIS activator 0, C2C12 statin 2, FN deposit inh 2, miR122 inh -9, CFTR F508del cor -1.8 and Cneo AK release -1.
For COc1ccc(C(=O)N2CCN(Cc3cc(OC)c(O)c(OC)c3)CC2)cc1OC the results were PglD inh -2, PGC1a acetyl inh 2, C2C12 statin 23, miR122 inh 7 and Cneo AK release 0.
`Cc1c(C(=O)O)sc(=S)n1-c1ccccc1` gave PglD inh 3, PGC1a acetyl inh -10, FN deposit inh -3, miR122 inh 0 and Cneo AK release 3.
Cc1cc(/C(N)=N/OC(=O)c2ccccc2Cl)no1 was read as PglD inh 2, PGC1a acetyl inh -6, FN deposit inh 10, miR122 inh 1, CFTR F508del cor 0.6 and Cneo AK release -2.
`CCCn1cc(S(=O)(=O)CC(=O)N2CCc3ccccc32)c2ccccc21` gave PglD inh 2, PGC1a acetyl inh -1, C2C12 statin 1, miR122 inh 13 and Cneo AK release -1.
For Cc1nc2sccn2c(=O)c1S(=O)(=O)NCC1CCN(Cc2ccc(Cl)cc2)CC1 the results were PglD inh -8, PGC1a acetyl inh 6, GSIS activator -15, C2C12 statin -23, FN deposit inh -7, miR122 inh 4, CFTR F508del cor -1.6 and Cneo AK release 1.
`COCCn1nnnc1C(c1cc2ccc(OC)cc2[nH]c1=O)N1CCc2ccccc2C1` (stereo not given) gave PglD inh -3, PGC1a acetyl inh 4, GSIS activator 5, C2C12 statin 13, FN deposit inh 1 and Cneo AK release -1.
Screening COCC(C)NC(=O)CSc1nc2nn(-c3ccccc3)c(=O)c-2c2n1CCCCC2 (stereo not given) returned PglD inh 1, PGC1a acetyl inh 7, GSIS activator -3, C2C12 statin 12, FN deposit inh 4, miR122 inh 1, CFTR F508del cor 0.4 and Cneo AK release 0.

Two entries drawn at random from the list so far, as already listed:
For COc1ccc(C(=O)N2CCN(Cc3cc(OC)c(O)c(OC)c3)CC2)cc1OC the results were PglD inh -2, PGC1a acetyl inh 2, C2C12 statin 23, miR122 inh 7 and Cneo AK release 0.
Screening N#C[C@H]1[C@@H](c2ccc(C#CC3CC3)cc2)[C@H](CO)N1S(=O)(=O)c1ccccc1 returned PglD inh -1, PGC1a acetyl inh -4, GSIS activator 15, C2C12 statin -47, FN deposit inh -7, CFTR F508del cor -0.1 and Cneo AK release 6.

Continued:
For C#CCOCCOCCOCCNc1nc(N2CCN(C(=O)CCCCCCCCCCNC(=O)[C@@H](CCSC)n3cc(CCO)nn3)CC2)nc(N2CCN(C(=O)CCCCCCCCCCNC(=O)[C@H](CCSC)n3cc(CCO)nn3)CC2)n1 the results were PglD inh 8, PGC1a acetyl inh -21, C2C12 statin 6, FN deposit inh 16, miR122 inh -3, CFTR F508del cor 5.0 and Cneo AK release -5.
`CCC(=O)N[C@@H]1CC[C@H](CC(=O)NCc2ccc(OC)cc2)O[C@H]1CO` gave PglD inh -2, PGC1a acetyl inh 3, GSIS activator 14, C2C12 statin 6, CFTR F508del cor -0.2 and Cneo AK release 42.
`NC(=O)c1ccsc1NC(=O)COC(=O)Cc1n[nH]c(=O)c2ccccc12` gave PglD inh 7, GSIS activator 9, C2C12 statin -6, FN deposit inh 4, miR122 inh -2, CFTR F508del cor 1.4 and Cneo AK release 1.
`O=C(C1=C[C@@H](c2ccc(C(F)(F)F)cc2)C[C@@H](OCc2ccc(CO)cc2)O1)N1CCN(Cc2ccccc2)CC1` gave PglD inh 3, GSIS activator -27, C2C12 statin 5, FN deposit inh 0, CFTR F508del cor -0.6 and Cneo AK release -1.
COc1ccc(Br)cc1C1=CC(=O)C[C@H](c2ccc(F)cc2)C1 was read as PglD inh -2, PGC1a acetyl inh -1, GSIS activator 12, C2C12 statin -3, FN deposit inh -4, miR122 inh -6, CFTR F508del cor 0.5 and Cneo AK release 0.
For COc1ccccc1N1CCN(C(=O)CCCCCn2c(=O)[nH]c3ccsc3c2=O)CC1 the results were PglD inh -5, PGC1a acetyl inh -5, GSIS activator -12, C2C12 statin -10, FN deposit inh 2, miR122 inh -4, CFTR F508del cor 0.0 and Cneo AK release -3.
For Cc1ccc(S(=O)(=O)n2cccc2C)cc1 the results were PglD inh 2, PGC1a acetyl inh 13, GSIS activator -5, FN deposit inh 2, miR122 inh -4, CFTR F508del cor 1.2 and Cneo AK release 1.
CCCCn1c(SCC(=O)NC2CC2)nc2ccccc2c1=O was read as PglD inh -5, GSIS activator -2, C2C12 statin 5, miR122 inh 3, CFTR F508del cor -0.8 and Cneo AK release 0.
For O=C(NC1CCCCC1)N(C1=NCCCCC1)c1ccc(Br)cc1 the results were PglD inh 5, PGC1a acetyl inh -4, GSIS activator -7, C2C12 statin 3, FN deposit inh 0, miR122 inh 3 and Cneo AK release -1.
COc1ccc(NC(=O)c2cccc(NC(=O)c3ccco3)c2)c(OC)c1 was read as PglD inh 0, PGC1a acetyl inh -1, C2C12 statin -17, FN deposit inh -3, miR122 inh 5 and Cneo AK release -2.
`C[C@H]1CN([C@@H](C)CO)C(=O)c2cc(-c3cncnc3)cnc2O[C@H]1CN(C)Cc1ccc(Oc2ccccc2)cc1` gave PglD inh -1, PGC1a acetyl inh 15, GSIS activator -25, C2C12 statin 7, miR122 inh 7[16.7 µM], CFTR F508del cor -2.3 and Cneo AK release 2.
Screening O=C(C1=C[C@H](c2coc3ccccc3c2=O)C[C@H](OCc2ccc(CO)cc2)O1)N1CCN(Cc2ccc3c(c2)OCO3)CC1 returned PglD inh -1, GSIS activator 9, C2C12 statin -3, FN deposit inh 1, miR122 inh -10, CFTR F508del cor 1.6 and Cneo AK release 1.
`Cc1cccc(C(C(=O)NC2CCCC2)N(C(=O)c2csnn2)C2CCCC2)c1` (stereo not given) gave PglD inh 0, GSIS activator 2, C2C12 statin 0, FN deposit inh -7, miR122 inh 4, CFTR F508del cor 1.4 and Cneo AK release -2.
Cc1ccc(S(=O)(=O)N2C[C@@H](O)COC[C@@H]3O[C@H](CC(=O)NCc4ccc5c(c4)OCO5)CC[C@H]32)cc1 was read as PglD inh 0, PGC1a acetyl inh -8, GSIS activator -8, C2C12 statin 7, FN deposit inh 8, miR122 inh 3[16.7 µM], CFTR F508del cor -1.8 and Cneo AK release 109*.
For CC1CCCC(NC(=O)Cn2cc3c(n2)CCCCC3)C1C (stereo not given) the results were PglD inh -1, PGC1a acetyl inh -2, GSIS activator -5, C2C12 statin -13, FN deposit inh -13, miR122 inh -4, CFTR F508del cor 2.4 and Cneo AK release 2.
